CAL PDZ FP-1 = inhibitors of human CAL PDZ peptide binding | Q9HD26 | purified CAL PDZ, TMR-peptide fluorescence polarization, 1 h | inhibition, % at 20 µM | 330,000 compounds, 0.02% hits | AID 504414;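 active = highest replicate inhibition of at least 40%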;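 note: plate controls were DMSO neutral control wells for no effect and unlabeled competitor peptide control wells for full effect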
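Material: tagged CAL PDZ protein CerCALP, purified; buffer or medium: sodium phosphate/NaCl buffer pH 7.4 with TCEP, IgG, Thesit; also added: fluorescent TMR peptide probe; schedule: 1 h incubation at room temperature before polarization reading; technique: fluorescence polarization from S- and P-plane intensities, G-factor corrected; control set: unlabelled peptide and DMSO controls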
dFosB activator = mouse delta FosB homodimer activation; purified delta FosB, TAMRA-CDK5 oligo fluorescence polarization; percent of positive-control signal above neutral wells; P13346; 340,000 compounds, 0.99% hits; activation, % at 25 µM;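 active = mean activation above about 17%, with every replicate also reaching it, limit read from the data, passing the limit was not always enough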;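 note: fluorescence polarization rise as delta FosB binds a TAMRA Cdk5 AP-1 oligo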
Target sequence (P13346 whole entry, looked up): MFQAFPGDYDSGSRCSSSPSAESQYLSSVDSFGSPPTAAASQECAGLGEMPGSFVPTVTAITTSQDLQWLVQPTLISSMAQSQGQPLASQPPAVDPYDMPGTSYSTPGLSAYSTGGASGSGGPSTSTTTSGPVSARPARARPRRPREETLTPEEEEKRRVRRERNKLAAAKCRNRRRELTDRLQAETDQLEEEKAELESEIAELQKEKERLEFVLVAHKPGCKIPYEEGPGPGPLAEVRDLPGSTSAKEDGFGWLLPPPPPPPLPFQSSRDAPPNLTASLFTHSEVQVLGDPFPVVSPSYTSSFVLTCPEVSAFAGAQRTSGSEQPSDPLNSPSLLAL
Wnt act = activates Wnt/beta-catenin signaling in a reporter cell assay; activator, plate reader; activation, % at 9.35 µM; 300,000 compounds, 1.2% hits; AID 743398; in the data active = activation above about 30%, passing the limit was not always enough;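 note: 0% = neutral control wells and 100% = positive control wells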
MITF TRPM1 HTS = MITF TRPM1 promoter activation in melanoma cells. 300,000 compounds, 0.75% hits. activation, % at 12.5 µM. SK-MEL-5 TRPM1-promoter luciferase, 24 h; % of positive control, neutral wells = 0;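 active = mean activation of at least 80% with every replicate also reaching 80%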;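 note: 0% = neutral control wells and 100% = parthenolide positive control wells; values of inactives mirror those of a sister screen read the other way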
CAL PDZ FP-2 = inhibitors of human CAL PDZ peptide binding | inhibition, % at 24.9 µM | 300,000 compounds, 0.92% hits | purified CAL PDZ, TMR-peptide fluorescence polarization, 1 h | AID 602252 | Q9HD26;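 active = mean inhibition of at least 30% with at least half of replicates also reaching 30%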;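 note: 0% = DMSO neutral control and 100% = excess unlabeled competitor peptide PRC23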
CDK5 p35 inh = inhibitors of human CDK5/p35 kinase | 330,000 compounds, 0.01% hits | inhibition, % at 10 µM | AID 488839 | Recombinant CDK5/p35, ADP-Glo luminescence, 60 min | Q00535+Q15078;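 active = highest replicate inhibition of at least 50% and at least 75% of replicates reaching 50%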;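 note: plate controls were DMSO neutral control for no effect and GW8510 at 10 µM for full effect; many of its hits are not listed in these tables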
Target sequence (Q00535 whole entry, looked up): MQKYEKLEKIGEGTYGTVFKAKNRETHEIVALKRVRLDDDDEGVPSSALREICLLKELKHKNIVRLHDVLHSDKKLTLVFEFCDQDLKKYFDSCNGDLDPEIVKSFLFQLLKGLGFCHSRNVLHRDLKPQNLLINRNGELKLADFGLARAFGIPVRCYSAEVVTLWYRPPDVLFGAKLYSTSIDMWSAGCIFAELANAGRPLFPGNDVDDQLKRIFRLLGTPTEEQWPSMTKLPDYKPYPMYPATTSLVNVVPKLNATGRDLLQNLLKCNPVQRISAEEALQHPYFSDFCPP
Target sequence (Q15078 whole entry, looked up): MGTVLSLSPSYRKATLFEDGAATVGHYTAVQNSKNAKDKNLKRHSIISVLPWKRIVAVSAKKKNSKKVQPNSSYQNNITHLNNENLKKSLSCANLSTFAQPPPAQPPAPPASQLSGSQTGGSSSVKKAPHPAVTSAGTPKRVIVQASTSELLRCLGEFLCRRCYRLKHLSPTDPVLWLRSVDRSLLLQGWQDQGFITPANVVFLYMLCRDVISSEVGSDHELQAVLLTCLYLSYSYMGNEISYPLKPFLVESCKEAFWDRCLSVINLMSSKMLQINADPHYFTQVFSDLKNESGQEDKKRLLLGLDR
V-ATPase pHluor = yeast V-ATPase proton transport regulation by pHLuorin; S. cerevisiae, pHLuorin cytosolic pH fluorescence; AID 504577; response, % at 10 µM; 350,000 compounds, 0.37% hits; in the data active = response mostly above about 7.3%, no sharp cut-off; inactive = mostly below about 5.4%; note: actives read high; inactives centre near 0; some compounds called inactive have numbers as strong as hits
Rtt109 HAT inh = blocks Candida albicans Rtt109/Vps75 acetyltransferase activity; Q5AAJ8; purified Rtt109/Vps75, ThioGlo CoA-SH fluorescence, 4 h; inhibition, % at 34.9 µM; 330,000 compounds, 0.16% hits;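 active = inhibition of at least 50% in every replicate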
RTF Ca sens act = increases calcium sensitivity of human cardiac regulated thin filaments | IANBD-labeled TnC RTF fluorescence at EC20 calcium; 0% EC20 calcium, 100% full calcium | 340,000 compounds, 0.24% hits | P19429+P45379 | AID 493008 | activation, % at 7.2 µM;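 active = activation above the mean over all tested compounds plus 3 SD, cut at about 30% in these data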;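 note: rise in fluorescence read as greater calcium sensitivity of cardiac thin filaments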
Tat transport = blocks Tat-dependent protein export in E. coli; 340,000 compounds, 0.036% hits; inhibition, % at 10 µM; E. coli MC4100 TorA-mCherry Tat export, fluorescence; AID 488895;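 active = mean replicate inhibition at least 50% and at least half of replicates individually reaching 50%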;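 note: exported cargo escapes ClpAP degradation while cytoplasmic cargo is degraded and loses fluorescence; 0% = median of neutral control wells and 100% = median of NaSCN control wells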
An asterisk follows results filed as active; . = not tested or not shown.

| SMILES | CAL PDZ FP-1 | dFosB activator | Wnt act | MITF TRPM1 HTS | CAL PDZ FP-2 | CDK5 p35 inh | V-ATPase pHluor | Rtt109 HAT inh | RTF Ca sens act | Tat transport |
| --- | --- | --- | --- | --- | --- | --- | --- | --- | --- | --- |
| Cn1nnnc1SCC(=O)c1ccc2c(c1)OCCO2 | -0.1 | 4 | 0 | 13 | . | -2.5 | 0 | 15 | 5 | -9 |
| Cc1cc(C)nc(NC(=NCCc2c[nH]c3ccccc23)NC(=O)c2ccco2)n1 | -1.3 | -9 | -4 | 1 | -4 | 0.1 | -1 | -3 | -2 | -3 |
| CC1CCN(C(=O)C2CCN(S(=O)(=O)N3CCC4(CC3)OCCO4)CC2)CC1 | -0.2 | -7 | 0 | -9 | 0 | 2.4 | -1 | -2 | 3 | -2 |
| CCN1C(=O)CC(c2ccco2)Sc2ccccc21 (configuration not stated) | -2.1 | 2 | . | -13 | . | 1.0 | -3 | 6 | -1 | 2 |
| O=S(=O)(Nc1ccccn1)c1ccc(C2CCCCC2)cc1 | -3.4 | -8 | -5 | -6 | -7 | -1.3 | 3 | -1 | -3 | -2 |
| O=C(CSc1ncn[nH]1)c1cccc([N+](=O)[O-])c1 | -1.5 | 1 | -4 | 0 | -1 | -0.3 | 3 | . | 2 | 1 |
| O=C(c1ccccc1Cl)N1CCN(c2ccccn2)CC1 | 0.0 | -5 | . | -5 | -1 | 1.6 | -3 | -7 | 4 | 5 |
| CCOC(=O)Cc1nnc(Nc2cccc(C)c2)c2ccccc12 | -1.3 | -3 | . | . | -7 | 0.3 | 10 | -12 | 9 | -11 |
| C=CC[n+]1c(-c2ccc(C)cc2)csc1Nc1c(C)n(C)n(-c2ccccc2)c1=O | -2.5 | -4 | -1 | -5 | 1 | 1.2 | -3 | 17 | 1 | 3 |
| Cc1ccccc1OCc1nnc(SCC(=O)Nc2c(C)n(C)n(-c3ccccc3)c2=O)n1-c1ccccc1 | -1.5 | 3 | 1 | 0 | -2 | -1.4 | 0 | 7 | 2 | 6 |
| CCN(CC)CCn1c(=S)[nH]c2cc(C(=O)N3CC(C)CC(C)C3)ccc2c1=O (configuration not stated) | -2.1 | -9 | -2 | -5 | -2 | -2.3 | 5 | -3 | -1 | 3 |
| Cc1ccc(S(=O)(=O)/N=C(/Nc2ccc([N+](=O)[O-])cc2)c2ccccc2)cc1 | -0.2 | -6 | 5 | 4 | 1 | -0.4 | -2 | 11 | 3 | -6 |

Next part (2 carried over from the part before).
| SMILES | CAL PDZ FP-1 | dFosB activator | Wnt act | MITF TRPM1 HTS | CAL PDZ FP-2 | CDK5 p35 inh | V-ATPase pHluor | Rtt109 HAT inh | RTF Ca sens act | Tat transport |
| --- | --- | --- | --- | --- | --- | --- | --- | --- | --- | --- |
| CCN(CC)CCn1c(=S)[nH]c2cc(C(=O)N3CC(C)CC(C)C3)ccc2c1=O (configuration not stated) | -2.1 | -9 | -2 | -5 | -2 | -2.3 | 5 | -3 | -1 | 3 |
| Cc1ccc(S(=O)(=O)/N=C(/Nc2ccc([N+](=O)[O-])cc2)c2ccccc2)cc1 | -0.2 | -6 | 5 | 4 | 1 | -0.4 | -2 | 11 | 3 | -6 |
| Cc1ccc(S(=O)(=O)N2CCN(S(=O)(=O)N3CCOCC3)CC2)cc1 | -1.1 | 4 | . | 12 | 1 | 0.2 | -1 | 1 | -1 | 5 |
| CCOc1cc(C(=O)N(C)Cc2cc3ccccc3[nH]c2=O)cc(OCC)c1OCC | -1.3 | -2 | -3 | . | -1 | -1.8 | -2 | -10 | -3 | 13 |
| Cc1nn(-c2cc(Cl)ccc2Cl)c(C)c1C(=O)O | -2.1 | -12 | -2 | 1 | -1 | -0.6 | 2 | 0 | 5 | -9 |
| CSc1ncc(CN2CCN(C3CCCC3)C(CCO)C2)cn1 (configuration not stated) | -3.4 | -2 | -2 | -3 | 31* | 0.8 | 0 | 5 | 2 | -3 |
| CC(=O)Nc1ccc(S(=O)(=O)N(C)c2ccc(OCC(=O)OCC(=O)NCc3ccco3)cc2)cc1 | 0.7 | -12 | 5 | 11 | -4 | -2.9 | -1 | -16 | 0 | -7 |
| COc1ccc(S(=O)(=O)N2CCOCC2)cc1C(=O)N(C)Cc1ccccc1F | 0.7 | 1 | -2 | . | -2 | 1.1 | -1 | -2 | 1 | -2 |
| O=C(O/N=C/c1ccc(Cl)cc1)C1CCCCC1 | -1.1 | -4 | -1 | 11 | -2 | 0.7 | -2 | -8 | -4 | -1 |
| CCc1nnc(SCc2ccc(C(=O)OC)o2)n1N | 0.4 | 2 | . | -4 | 4 | 0.6 | -2 | 0 | -8 | -9 |
| OC1CSc2nc3ccccc3n2C1 (configuration not stated) | -2.7 | 4 | -1 | 1 | -1 | 0.0 | -2 | -5 | 3 | -3 |
| CCn1c(SCC(=O)NNC(=O)c2ccc(C)cc2)nnc1C(C)C | -2.9 | -12 | 0 | 17 | . | 0.1 | 0 | -8 | 5 | 2 |
| COc1ccccc1-c1nnc(SCc2nc3ccccc3s2)n1C | -3.8 | -15 | 6 | -5 | . | -0.4 | -5 | 9 | 22 | 1 |
| NC(=O)C1CCN(C(=O)C2CCN(S(=O)(=O)c3ccccc3)CC2)CC1 | -1.0 | -4 | 0 | . | . | 2.3 | -4 | -8 | -8 | 4 |
| CC(C)(C)c1ccc(-c2n[nH]c(=S)n2-c2ccccc2)cc1 | -2.1 | -19 | 0 | -3 | -1 | 0.3 | -3 | 3 | 8 | 2 |
| COc1ccc(CN2CCN(Cc3ccccc3F)CC2)cc1OC | 0.4 | -3 | 2 | . | -2 | -1.7 | -3 | -6 | -6 | 3 |
| COc1cccc(S(=O)(=O)NCc2ccc(C(=O)N3CCN(C)CC3)cc2)c1 | -0.7 | -6 | 0 | 6 | -5 | -0.1 | -8 | -6 | 2 | 12 |
| O=C1CSC(c2cccnc2)N1c1ccc(Cl)cc1 (configuration not stated) | -2.4 | -8 | 1 | 3 | -2 | 0.3 | -1 | -3 | 0 | -2 |
| COc1ccccc1C/C(N)=N/O | 0.8 | 4 | -4 | -2 | 1 | 2.2 | 1 | -2 | 3 | -3 |
| CC(=O)Nc1cccc(C(=O)NCCc2ccco2)c1 | 0.3 | -4 | 10 | 64 | . | -0.5 | -1 | 4 | 0 | -22 |
| N/C(=N\OC(=O)c1ccc([N+](=O)[O-])cc1)c1ccccn1 | -0.1 | -2 | 4 | 19 | -6 | 1.7 | -3 | . | 0 | -8 |
| O=C(NCCCN1CCOCC1)c1onc(CSc2ccncc2)c1C(=O)NCCCN1CCOCC1 | -1.4 | 0 | 1 | -2 | 1 | 1.4 | 8 | -13 | 4 | -4 |
| Cc1ccc(Nc2nc(N)c([N+](=O)[O-])c(N3CCCC(C)C3)n2)cc1C (configuration not stated) | -0.5 | 1 | . | -7 | 7 | 2.1 | -2 | -8 | -3 | -1 |
| S=C(NCc1ccc(Cl)cc1)NCc1ccccn1 | -0.2 | 1 | -1 | 11 | -5 | 0.7 | -1 | 4 | -1 | 8 |
| C=C(C)CNC(=S)NNC(=O)c1ccco1 | -0.3 | 0 | . | -8 | 1 | 1.2 | 4 | 0 | 3 | -1 |
| COc1ccc(OCC(=O)N/N=C(\C)CC(=O)Nc2ccc(OC)cc2[N+](=O)[O-])cc1 | -2.7 | 1 | -2 | -2 | -2 | 0.9 | 1 | -6 | -3 | -4 |
| C[C@H](CO)N1C[C@H](C)[C@@H](CN(C)S(=O)(=O)c2cccs2)Oc2c(NC(=O)NC3CCCCC3)cccc2C1=O | -0.9 | -2 | -4 | 1 | -2 | -0.4 | 0 | 1 | 9 | 17 |
| CCOC(=O)C(NS(=O)(=O)c1ccc(C)cc1)(C(F)(F)F)P(=O)(OCC(C)C)OCC(C)C (configuration not stated) | 1.1 | -5 | -1 | -6 | -5 | 2.4 | -2 | -4 | -2 | 6 |
| CCS(=O)(=O)N1CCC(C(=O)NCC2CCCO2)CC1 (configuration not stated) | -1.6 | 0 | . | -6 | 3 | -1.9 | 4 | . | 0 | 4 |
| CCc1ccc(CNC(=O)CN2C(=O)COc3ccccc32)cc1 | -0.4 | -4 | -1 | -1 | -3 | -6.9 | 0 | 3 | 4 | 5 |
| S=C(NCCN1CCCCC1)Nc1ccc(Br)cc1 | -2.8 | -5 | 0 | 9 | -7 | 0.6 | -4 | -3 | 2 | -3 |
| CCOc1ccc2ccccc2c1CNCCc1ccc(S(N)(=O)=O)cc1 | -1.8 | -7 | -2 | 7 | . | 0.0 | 4 | -5 | -3 | 9 |
| Cc1ccc(C(=O)c2nocc2C(=O)c2cccs2)cc1 | -1.4 | -5 | -2 | 5 | -2 | 0.4 | -1 | 1 | 4 | -12 |
| O=C1CC2(CCN1)CCN(Cc1ccccc1)CC2 | -0.2 | -5 | -2 | -2 | -3 | -1.5 | 4 | -1 | 7 | -9 |
| COc1ccc(S(=O)(=O)NNC(=O)c2ccc([N+](=O)[O-])cc2)cc1 | 0.5 | -1 | -1 | 2 | -1 | -3.1 | 1 | 2 | 11 | 6 |
| O=C(NCCc1nc2ccccc2[nH]1)/C(=C/c1ccco1)NC(=O)c1ccc(Br)cc1 | -1.1 | -11 | -2 | -6 | -3 | -3.4 | 2 | 12 | 12 | -7 |
| O=C(Nc1ccccc1)N1CCOCC1 | . | 2 | -7 | . | 0 | 0.1 | -4 | -7 | 4 | -5 |
| N=c1sccn1CC(=O)Nc1cccc(S(=O)(=O)N2CCCCCC2)c1 | -0.1 | -13 | -1 | 1 | -6 | -0.3 | -1 | . | -2 | -13 |
| COc1ccc(NC(=O)CN2CCN(CC(=O)Nc3ccccc3F)CC2)cc1OC | -0.8 | -13 | . | -3 | -3 | 0.5 | . | 1 | 2 | -6 |
| O=C(CCc1nc(-c2ccccc2Cl)no1)NCC1CCCO1 (configuration not stated) | -0.6 | -1 | -1 | -4 | -1 | -0.7 | 1 | 4 | 1 | -1 |
| CCn1cc(Br)c(C(=O)Nc2ccc(F)c(Cl)c2)n1 | -2.8 | -2 | 21 | . | -1 | 0.2 | -2 | . | 12 | -6 |
| CCOC(=O)COc1ccc2c(c1)C(=O)CC(C)(C)O2 | -1.1 | -1 | -5 | 10 | . | 1.0 | -6 | -8 | 4 | -5 |
| O=C(O)c1ccc(N2C(=O)CSC2c2cccc([N+](=O)[O-])c2)cc1 (configuration not stated) | 0.0 | -2 | -1 | 5 | . | 1.1 | -4 | 1 | -2 | -2 |
| Cc1ccc(NC(C)c2cc(Cl)ccc2O)cc1 (configuration not stated) | -2.4 | -1 | 4 | 6 | -4 | 0.9 | -1 | -13 | 1 | 9 |
| NS(=O)(=O)c1ccc(NC(=O)c2cc(-c3cccs3)nc3ccccc23)cc1 | -3.2 | 8 | . | -5 | -4 | -0.4 | 6 | -10 | 6 | 8 |
| O=C(CSc1nnc(COc2ccc(Cl)cc2)o1)N1c2ccccc2CCc2ccccc21 | 1.0 | 4 | . | -3 | -2 | -0.8 | 0 | 0 | -3 | 13 |
| CCOC(=O)CSc1ncc(-c2ccccc2)cn1 | 0.7 | -10 | . | -1 | . | -7.5 | 2 | -2 | -1 | 6 |
| COc1cccc(C2CC(c3cccs3)=NN2S(C)(=O)=O)c1 (configuration not stated) | . | -15 | 5 | -11 | 8 | -6.2 | 1 | -9 | 8 | -5 |
| O=C(Nn1cnnc1)c1ccc(Br)s1 | -1.1 | -5 | -1 | 11 | -4 | 1.4 | 2 | 4 | 3 | 0 |

Screening data from PubChem BioAssay.
